TcdB inh – TcdB glycohydrolase inhibitors, primary screen, biochemical, single point, plate reader; TcdB glycohydrolase enzymatic assay; inhibition, % at 9.99 µM; Toxin B (Clostridioides difficile), P18177; 350,000 tested, 0.24% active; AID 652162, 2013; in the data active = inhibition above about 10%
BoNT A protease – BoNT/A light chain protease inhibitors, primary screen, biochemical, flow cytometry, MLPCN library; Botulinum neurotoxin type A light chain protease (Clostridium botulinum A str. ATCC 3502); multiplex microsphere protease substrate cleavage; inhibition, % at 10 µM; 360,000 tested, 0.17% active; AID 588499, 2011; note: plate controls were buffer without enzyme for full effect and enzyme alone for no effect
CCHF vOTU inh – CCHFV vOTU protease inhibitors, primary screen, biochemical, Pep-AMC substrate, fluorescence; Crimean-Congo hemorrhagic fever virus L polyprotein viral ovarian tumor (vOTU) protease …; inhibition, % at 11.5 µM; 370,000 tested, 0.55% active; in the data active = inhibition above about 30%; note: 0% = vehicle wells with enzyme and 100% = no enzyme wells
BH1578 lux ind – inducers of Vibrio cholerae quorum light production without autoinducers, primary screen, BH1578 luxS cqsA deficient, single point; V. cholerae BH1578 lux reporter, luminescence, 6 h; activation, % at 18.7 µM; 350,000 tested, 0.16% active; AID 588436, 2011; in the data active = activation mostly above about 9.7%, no sharp cut-off; inconclusive = no clear call, values can overlap the other calls; inactive = mostly below about 3.7%; note: not every result past the cut was called active; inactives centre near 0; reference of the scale not given here
PfHsp40 yeast – rescue of yeast from PfHsp40 toxicity, primary screen, S. cerevisiae, ATP luminescence | AID 504582, 2011 | 340,000 tested, 0.68% active | S. cerevisiae expressing PfHsp40, growth rescue | growth rescue, % at 12.5 µM; in the data active = growth rescue above about 28%, passing the limit was not always enough; inconclusive = no clear call, values can overlap the other calls;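 note: yeast W303a lacking pdr1 and pdr3 grown in galactose medium; growth measured after three days at 30 °C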
VHR inh abs – VHR1 phosphatase inhibitors, primary screen, biochemical, absorbance, uHTS | Dual specificity protein phosphatase 3 (Homo sapiens), P51452 | AID 1654, 2009 | inhibition, % at 13.3 µM | recombinant VHR phosphatase, pNPP absorbance | 290,000 tested, 0.52% active; in the data active = inhibition above about 50%; note: some compounds called inactive have numbers as strong as hits
Target sequence (P51452 whole entry, looked up): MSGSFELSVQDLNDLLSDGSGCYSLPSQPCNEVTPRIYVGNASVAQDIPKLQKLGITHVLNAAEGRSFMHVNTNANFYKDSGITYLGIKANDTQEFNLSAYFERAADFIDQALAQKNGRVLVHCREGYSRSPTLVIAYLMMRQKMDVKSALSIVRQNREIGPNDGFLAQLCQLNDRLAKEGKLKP
PriA SSB inh – inhibitors of Klebsiella pneumoniae PriA binding to SSB C-terminal tail, primary screen, biochemical, AlphaScreen; AlphaScreen SSBct-PriA binding, biotinylated peptide; 430,000 tested, 0.6% active; inhibition, % at 33 µM; in the data active = inhibition mostly above about 37%, no sharp cut-off; inactive = mostly below about 20%;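 note: plate controls were negative control peptide for no effect and reference peptide for full effect; strong numbers were not always called active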
Yp Topo-I inh – Yersinia pestis topoisomerase I inhibitors, primary screen, biochemical, cleavage product accumulation, plate reader, single point | Y. pestis Topo-I cleavage product accumulation | activity, % at 10 µM | 360,000 tested, 0.064% active | AID 504884, 2011; in the data active = activity above about 50%, passing the limit was not always enough; inconclusive = no clear call, values can overlap the other calls; note: inactives centre near 2
SARS 3CLpro inh – SARS-CoV 3CLpro protease inhibitors, primary screen, biochemical, quenched FRET; inhibition, % at 6 µM; recombinant SARS-CoV 3CLpro, quenched FRET peptide cleavage; Replicase polyprotein 1ab (Severe acute respiratory syndrome coronavirus), P0C6X7; 290,000 tested, 0.14% active; in the data active = inhibition above about 12%
Anthrax LF prot – Bacillus anthracis LF protease inhibitors, primary screen, biochemical, multiplex microsphere, MLPCN library | Lethal factor (Bacillus anthracis), P15917 | multiplex microsphere protease cleavage assay | inhibition, % at 10 µM | 360,000 tested, 0.12% active; note: plate controls were buffer without enzyme for full effect and enzyme alone for no effect
Target sequence (P15917 whole entry, looked up): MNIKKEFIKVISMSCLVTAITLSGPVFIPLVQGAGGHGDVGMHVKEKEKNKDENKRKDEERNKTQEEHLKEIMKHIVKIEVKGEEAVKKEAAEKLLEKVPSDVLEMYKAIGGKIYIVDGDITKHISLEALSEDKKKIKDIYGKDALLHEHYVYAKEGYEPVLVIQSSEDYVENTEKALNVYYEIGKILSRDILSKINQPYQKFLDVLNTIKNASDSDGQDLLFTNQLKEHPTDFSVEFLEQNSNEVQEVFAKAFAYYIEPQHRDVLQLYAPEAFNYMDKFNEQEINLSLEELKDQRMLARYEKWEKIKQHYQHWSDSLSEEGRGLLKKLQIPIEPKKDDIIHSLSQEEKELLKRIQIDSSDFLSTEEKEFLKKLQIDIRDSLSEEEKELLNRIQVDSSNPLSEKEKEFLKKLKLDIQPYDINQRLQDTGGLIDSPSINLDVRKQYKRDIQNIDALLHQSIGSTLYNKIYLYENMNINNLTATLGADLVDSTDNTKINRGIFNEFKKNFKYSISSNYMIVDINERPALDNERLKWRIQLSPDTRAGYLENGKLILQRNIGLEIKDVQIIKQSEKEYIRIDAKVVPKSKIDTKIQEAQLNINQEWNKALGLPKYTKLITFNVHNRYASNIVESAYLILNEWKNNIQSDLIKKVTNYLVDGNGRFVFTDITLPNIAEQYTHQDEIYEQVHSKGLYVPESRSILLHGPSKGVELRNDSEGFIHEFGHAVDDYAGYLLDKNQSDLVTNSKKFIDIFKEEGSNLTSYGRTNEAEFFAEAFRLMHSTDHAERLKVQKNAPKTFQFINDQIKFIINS
Numbers without * were called inactive; i = inactive; ? = inconclusive; . = not tested or not shown. Cut-off read from the data, not from the text of the source, unless noted: active = inhibition above about 30%; inconclusive = no clear call, values can overlap the other calls; inactive = below that. A portion of the library; the hit share may differ from the screen's.

Structure	TcdB inh	BoNT A protease	CCHF vOTU inh	BH1578 lux ind	PfHsp40 yeast	VHR inh abs	PriA SSB inh	Yp Topo-I inh	SARS 3CLpro inh	Anthrax LF prot
O=C(NCCCN1CCCCC1)C1CC(=O)N(CCc2ccccc2)C1 (stereo not given)	-1.5	0.9	-12	i	-1.0	7	6	5	-2	0
Cc1ccc(S(=O)(=O)N(C)C)cc1NC(=O)COC(=O)CCNS(=O)(=O)c1ccccc1	-0.2	.	-12	-0.4	0.1	.	2	2	.	.
COc1ccc(CNS(=O)(=O)c2csc(C(N)=O)c2)cc1OC	-6.7	-1.6	3	-0.2	-0.6	1	10	-4	3	4
O=C(CN1N=C(c2ccccc2)CCC1=O)NCCN1CCc2ccccc2C1	.	0.6	-13	-0.7	1.2	0	7	6	-8	0
Cc1ccc2c(c1)N(CCC(=O)NCc1ccco1)C(=O)CO2	.	-1.7	5	i	-0.2	-19	-1	-6	1	-1
O=C(CCc1nc(-c2ccccc2F)no1)NCCN1CCOCC1	.	0.2	17	i	-0.2	14	-14	-5	3	-1
CN1CCN(CCC(=O)OC2CC3CCC(C2)N3C)CC1 (stereo not given)	.	0.6	7	i	-1.4	4	1	0	2	0
CN1CCCCC1c1ccc(-c2cccnc2)nc1 (stereo not given)	-0.6	-0.1	0	-0.5	-1.1	16	-2	0	6	-4
c1ccc2[nH]c(CCCCCc3nc4ccccc4[nH]3)nc2c1	0.2	-0.3	1	.	.	.	.	.	.	-6
Oc1ccc(Nc2nc3ccccc3nc2Nc2ccc(O)cc2)cc1	.	2.3	.	i	0.6	20	17	-36	6	-2
CC(=O)c1c(C)cc(C)c(CSc2nnc(-c3ccco3)o2)c1C	.	1.8	-7	-0.1	-0.1	-9	-8	28	2	-4
Cc1ccc(C2CC(=O)C(C=NCCN3CCN(C(=S)Nc4ccc(F)cc4)CC3)=C(O)C2)cc1 (stereo not given)	1.2	-0.7	11	-0.2	8.8	-12	-3	4	2	3
O=C(COC(=O)c1ccc(S(=O)(=O)N2CCOCC2)cc1)Nc1ccccc1F	1.1	-0.8	1	0.5	0.2	.	32	-8	.	-4
CC(=O)c1cccc(OC(=O)Oc2cccc(C(C)=O)c2)c1	-3.3	0.2	16	-0.8	0.5	.	-10	0	.	-15
O=C(CSc1ncccn1)N1CCN(Cc2ccccc2)CC1	.	-1.8	-6	-0.8	-0.1	29	-22	-1	0	2
O=C(CN1CCN(Cc2ccccc2)CC1)NC(=O)NCc1ccco1	.	0.6	1	.	2.0	4	-11	8	2	0
CN1CCN(C=NC2=NN(c3cccc(C(F)(F)F)c3)CC2)CC1	-50	-0.7	3	-0.4	2.7	-4	-12	-10	-5	-2
O=C(O)C1CCN(C(=O)CSc2nc3ccccc3c(=O)n2-c2ccc(Cl)cc2)CC1	1.6	-1.0	-19	-4.0	-3.0	5	-6	7	2	5
FC(F)(F)c1ccc(CSc2nccn2-c2ccccc2)cc1	.	1.1	13	i	0.0	25	48*	24	-1	1
COC(=O)c1ccccc1NC(=O)CSc1nnc(C(CO)NC(=O)c2ccccc2Cl)n1C (stereo not given)	.	?	-5	-0.2	-0.4	25	-8	3	-4	4
CC(Oc1ccc(Cl)cc1)C(=O)Nc1ccccc1C(=O)N1CCOCC1 (stereo not given)	0.7	5.2	-4	i	-1.3	23	-2	1	1	1
S=C(NCCc1ccccc1)N1CCn2cccc2C1c1ccncc1 (stereo not given)	1.4	0.1	20	1.4	1.0	43	15	-11	5	-2
CN=C(Nc1cccnc1)c1cccc(C(F)(F)F)c1	0.8	-3.9	49*	i	-2.2	-10	5	2	2	-6
Cc1nc2ccccn2c1C(=O)N/N=C/c1ccc(CNC(=O)C(=O)Nc2ccccc2)o1	.	-1.1	3	i	0.2	5	.	-2	-2	0
O=C(OCC(=O)N(C1CCCCC1)C1CCCCC1)c1ccccc1O	2.6	-2.9	-8	-0.8	-0.4	.	-8	?	2	-3
CCCCn1c(=N)n(CC(O)c2ccccc2)c2ccccc21 (stereo not given)	1.2	-0.4	-8	-0.4	1.1	20	-2	11	1	0
N=c1n(CC(=O)c2ccc([N+](=O)[O-])cc2)c2ccccc2n1Cc1ccccc1	.	2.1	-15	-0.6	-0.7	-8	0	-16	0	-2
CCc1cc(=O)oc2cc3oc(C)c(C)c3cc12	-3.6	?	2	i	0.9	6	2	7	-6	1
COCCSc1nnc(NC(=O)CCS(=O)(=O)Cc2ccccc2)s1	0.5	1.3	3	-0.2	-1.2	-14	5	11	-1	1
CCC1(c2ccc(F)cc2)NC(=O)N(CC(=O)Nc2ccc3c(c2)OCCO3)C1=O (stereo not given)	-0.6	-1.3	-9	i	-1.2	.	10	1	.	4
CCOc1ccccc1C(=O)NCCCCNC(=O)c1ccccc1OCC	-2.2	1.2	-7	-0.1	-0.6	.	3	37	.	1
CN(CCCn1ccc(NC(=O)OCc2ccccc2)nc1=O)Cc1ccco1	-2.7	-0.3	21	-0.6	.	.	.	11	.	-4
C=CCn1c(=O)c(C(=O)Nc2ccccc2C)c(O)c2ccccc21	1.7	-2.9	-5	-0.2	-0.8	5	-2	2	6	3
COc1ccc(C(CNS(=O)(=O)c2cccc(F)c2)N2CCCC2)cc1 (stereo not given)	0.1	-0.9	-5	-5.0	1.3	.	-4	-12	.	1
O=C(Nc1ccc(Cl)c(Cl)c1)N(CCCN1CCOCC1)Cc1cccnc1	0.9	-0.7	-14	i	-0.7	33	-2	9	1	-8
CC1(C)OC(=O)C2=C(C[C@@H](C3CCCCC3)O[C@@H]2c2ccc(Cl)cc2)O1	-4.8	-0.3	10	.	.	.	.	.	.	-8
Clc1ccc(CON/C=N/c2ncnc3sccc23)c(Cl)c1	.	0.0	-7	-0.8	0.8	32	.	16	-1	-4
Cc1ccc(CNC(=O)CSc2nc(=O)n3ccccc3n2)cc1	.	-0.6	.	-1.1	-0.6	.	-3	-6	.	0
Cc1ccc(Cl)cc1NC(=O)Nn1cnnc1	0.3	1.1	-5	-0.1	9.8	27	6	4	-5	5
COC(=O)c1nc[nH]c1[N+](=O)[O-]	0.5	-0.3	6	-0.9	-0.7	.	1	7	.	-16

Reformatted with values under each structure: entries from further up
Values in the order – TcdB inh, BoNT A protease, CCHF vOTU inh, BH1578 lux ind, PfHsp40 yeast, VHR inh abs, PriA SSB inh, Yp Topo-I inh, SARS 3CLpro inh, Anthrax LF prot
CC(Oc1ccc(Cl)cc1)C(=O)Nc1ccccc1C(=O)N1CCOCC1 (stereo not given)
    0.7, 5.2, -4, i, -1.3, 23, -2, 1, 1, 1
N=c1n(CC(=O)c2ccc([N+](=O)[O-])cc2)c2ccccc2n1Cc1ccccc1
    ., 2.1, -15, -0.6, -0.7, -8, 0, -16, 0, -2

(cont.)
Structure	TcdB inh	BoNT A protease	CCHF vOTU inh	BH1578 lux ind	PfHsp40 yeast	VHR inh abs	PriA SSB inh	Yp Topo-I inh	SARS 3CLpro inh	Anthrax LF prot
CCSc1n[nH]c2nc3c(c(=O)n12)C1(CCCCC1)Cc1ccccc1-3	0.5	-1.2	4	-0.2	-0.3	5	-10	12	2	-7
CCn1c(=O)c(C(=O)CN2CCc3ccccc32)c(N)n(Cc2ccccc2)c1=O	-0.5	0.7	3	i	-0.4	12	18	-14	4	-1
Fc1ccc2c(-c3cccc(C(F)(F)F)c3)c(-c3ccccc3)ncc2c1	-0.6	-0.3	3	-1.3	-1.0	.	-12	26	.	-2
CCC(=O)Nc1cccc(-n2nnnc2SCC(=O)NCc2ccco2)c1	0.9	0.1	11	.	0.2	24	11	1	6	-5
CCN1C(=O)[C@H]2[C@@H](c3ccc(C)cc3)N3C(=O)N(c4ccc(C(F)(F)F)cc4)C(=O)[C@@]3(CC(C)C)[C@H]2C1=O	1.6	-0.8	16	-0.6	-0.1	25	-14	12	8	-3
Cc1cc(C(=O)NC2=NCCS2)cs1	.	?	-3	-2.2	-0.3	16	-10	4	6	0
COc1ccc(CN(CCCn2cnc3c(OC)ncnc32)CCCn2cnc3c(OC)ncnc32)cc1	0.3	-0.1	-4	-0.4	.	.	.	19	.	-8
Nc1cc(C(=O)O)c(Oc2ccc(Cl)cc2Cl)cc1C(=O)O	.	-0.4	-211	-0.4	0.6	6	11	2	-2	0
COc1ccc(CN2CCn3ncc(C(=O)Nc4ccc(Cl)cc4Cl)c3C2=O)cc1	.	0.0	6	i	-0.6	10	-14	-5	1	2
CCCCn1c(O)c(C(CC)=Nc2ccc3c(c2)CCC3)c(=O)[nH]c1=O	.	7.8	-4	-5.9	0.1	5	-5	9	-4	-12
CCOc1ccccc1Nc1nnc(SCC(=O)NCC2CCCO2)s1 (stereo not given)	1.0	0.4	3	i	-0.3	.	0	0	.	-2
CCOC(=O)c1c(-c2ccc(C)o2)csc1NC(=O)CSc1nncs1	.	0.9	-11	-0.7	3.0	-3	10	29	-2	-2

In the list so far, 10 contain fluorine:
Structure	TcdB inh	BoNT A protease	CCHF vOTU inh	BH1578 lux ind	PfHsp40 yeast	VHR inh abs	PriA SSB inh	Yp Topo-I inh	SARS 3CLpro inh	Anthrax LF prot
O=C(CCc1nc(-c2ccccc2F)no1)NCCN1CCOCC1	.	0.2	17	i	-0.2	14	-14	-5	3	-1
Cc1ccc(C2CC(=O)C(C=NCCN3CCN(C(=S)Nc4ccc(F)cc4)CC3)=C(O)C2)cc1 (stereo not given)	1.2	-0.7	11	-0.2	8.8	-12	-3	4	2	3
O=C(COC(=O)c1ccc(S(=O)(=O)N2CCOCC2)cc1)Nc1ccccc1F	1.1	-0.8	1	0.5	0.2	.	32	-8	.	-4
CN1CCN(C=NC2=NN(c3cccc(C(F)(F)F)c3)CC2)CC1	-50	-0.7	3	-0.4	2.7	-4	-12	-10	-5	-2
FC(F)(F)c1ccc(CSc2nccn2-c2ccccc2)cc1	.	1.1	13	i	0.0	25	48*	24	-1	1
CN=C(Nc1cccnc1)c1cccc(C(F)(F)F)c1	0.8	-3.9	49*	i	-2.2	-10	5	2	2	-6
CCC1(c2ccc(F)cc2)NC(=O)N(CC(=O)Nc2ccc3c(c2)OCCO3)C1=O (stereo not given)	-0.6	-1.3	-9	i	-1.2	.	10	1	.	4
COc1ccc(C(CNS(=O)(=O)c2cccc(F)c2)N2CCCC2)cc1 (stereo not given)	0.1	-0.9	-5	-5.0	1.3	.	-4	-12	.	1
Fc1ccc2c(-c3cccc(C(F)(F)F)c3)c(-c3ccccc3)ncc2c1	-0.6	-0.3	3	-1.3	-1.0	.	-12	26	.	-2
CCN1C(=O)[C@H]2[C@@H](c3ccc(C)cc3)N3C(=O)N(c4ccc(C(F)(F)F)cc4)C(=O)[C@@]3(CC(C)C)[C@H]2C1=O	1.6	-0.8	16	-0.6	-0.1	25	-14	12	8	-3

Screens: PubChem, several laboratories
